Screening data from PubChem.
HCV inh – qHTS Assay for Inhibitors of Hepatitis C Virus (HCV) | Potency, µM (highest dose often 41.8 µM), without a hit: at the highest dose activity change, negative = inhibition, hits mostly inhibitors | 3.4% of 340,000 active | Huh7.5.1 HCVcc-Cre infection, luciferase reporter, 44 h; note: potency is the fitted concentration of half-maximal effect
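Cells seeded at 1,000/well and cultured 4 h, then compounds added followed by HCVcc-Cre virus (~0.5 moi). After 44 h further culture, luciferase substrate was added, plates held 15 min at room temperature, and luminescence read for 15 sec.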
Giardia FBPA inh – qHTS Assay for Inhibitors of Fructose-1,6-bisphosphate Aldolase from Giardia Lamblia. purified Giardia FBPA. Potency, µM (series often up to 59.6 µM), without a hit: at the top dose activity, negative = inhibition, most hits filed as inhibitors. AID 2451, 2010. 0.71% of 290,000 active. A8B2U2; note: potency is the fitted concentration of half-maximal effect; nearly all actives have a fitted effect of over 55% in size
Target sequence (A8B2U2 whole entry, looked up): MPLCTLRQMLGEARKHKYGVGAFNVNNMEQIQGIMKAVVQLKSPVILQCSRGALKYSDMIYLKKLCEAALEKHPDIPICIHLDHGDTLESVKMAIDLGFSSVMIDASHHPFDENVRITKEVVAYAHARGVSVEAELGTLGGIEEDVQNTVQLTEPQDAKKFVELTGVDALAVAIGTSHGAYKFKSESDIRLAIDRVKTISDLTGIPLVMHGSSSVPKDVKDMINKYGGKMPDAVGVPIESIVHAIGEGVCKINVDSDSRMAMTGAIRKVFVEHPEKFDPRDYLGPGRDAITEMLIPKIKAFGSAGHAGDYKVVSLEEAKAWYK
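40 nM FBPA preincubated 10 min at RT with compound (up to 57.5 uM final), then substrate plus GAPDH/TPI/NAD/arsenate coupling and diaphorase/resazurin added. Fluorescence read after 20 min at RT, 525/598 nm.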
Sm TGR block – qHTS Assay for the Inhibitors of Schistosoma Mansoni Peroxiredoxins; purified TGR, DTNB reduction, TNB absorbance 405 nm; Potency, µM (highest dose often 114 µM), for the others: top-dose activity change, negative = inhibition, usual class: inhibitors; 3% of 360,000 active; note: potency is the fitted concentration of half-maximal effect; nearly all actives have a fitted effect of over 60% in size
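Kinetic colorimetric format: TGR-catalysed, NADPH-driven DTNB reduction monitored via TNB absorbance. Enzyme dispensed at 20 nM; compound exposure 15 min at room temperature before reaction start.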
AmpC detergent – qHTS Inhibitors of AmpC Beta-Lactamase (assay with detergent) | AmpC hydrolysis of nitrocefin, absorbance 480 nm, 0.01% Triton | Potency, µM (doses to about 114 µM), for inactives: at the highest dose activity change, negative = inhibition, usual class: inhibitors | 0.041% of 370,000 active;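 note: potency is the fitted concentration of half-maximal effect; 0% = no-compound wells and -100% = no-enzyme wells; nearly all actives have a fitted effect of over 25% in size; some results filed as inactive show a strong effect at the top dose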
Target sequence (P00811 whole entry, looked up): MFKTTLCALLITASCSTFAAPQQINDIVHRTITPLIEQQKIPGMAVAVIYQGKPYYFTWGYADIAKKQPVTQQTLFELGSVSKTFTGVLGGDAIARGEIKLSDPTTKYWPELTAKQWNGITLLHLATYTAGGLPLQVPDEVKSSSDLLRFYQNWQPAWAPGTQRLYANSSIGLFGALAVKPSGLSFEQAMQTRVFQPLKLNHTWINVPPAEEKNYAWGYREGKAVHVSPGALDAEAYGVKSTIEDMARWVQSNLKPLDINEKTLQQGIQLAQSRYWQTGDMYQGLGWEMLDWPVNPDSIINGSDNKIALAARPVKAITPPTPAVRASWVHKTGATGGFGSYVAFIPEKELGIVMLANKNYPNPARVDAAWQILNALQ
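AmpC (5.3 nM in the dispensed reagent) in 20 mM phosphate pH 7.0 with 0.01% (detergent screen) or 0.0001% Triton X-100 was preincubated with compounds for 15 min at room temperature. Nitrocefin was then added from an 800 uM solution, and hydrolysis was followed at 480 nm.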
AMA1-RON2 inh – qHTS for Inhibitors of AMA1-RON; Towards Development of Antimalarial Drug Lead: Primary Screen; Plasmodium falciparum AMA1 (3D7) - RON2 peptide interaction; AlphaScreen AMA1-biotinylated RON2 peptide binding; Potency, µM (top dose mostly 58.2 µM), for the others: at the highest dose activity change, negative = inhibition, actives largely listed as inhibitors; 0.2% of 360,000 active; AID 720542, 2013;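 note: potency is the fitted concentration of half-maximal effect; 0% = vehicle wells and -100% = peptide control; nearly all actives have a fitted effect of over 45% in size; some results filed as inactive show a strong effect at the top dose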
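AMA1 (3D7) with his tag at 25 nM final met compounds first, then biotinylated RON2 peptide at 25 nM; detection used donor plus acceptor beads, 10 µg/mL apiece, read by AlphaScreen after 30 min at room temperature.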
HCMV antiviral – qHTS Assay for inhibitors of the human cytomegalovirus (HCMV). HFF cells, HCMV-luciferase reporter, 72 h; hits give low values. activity change, negative = inhibition, % at 57.5 µM. 4.5% of 410,000 active. AID 1259415, 2018; in the data active = activity change below about -60%; inconclusive = no clear call, values can overlap the other calls; inactive = above about -39%
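Two-dose cell screen: HFF monolayers treated with compounds and infected with luciferase-expressing HCMV at 1 PFU/cell, 72 h at 37C, then lysed for luciferase measurement.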
* marks the source's active call; other numbers are inactive results; ? = inconclusive; . = no result given; & = joins results of further samples; [ ] = remark or other dose. Unless noted, calls come from the whole dose curve; as a rule, active = well fitted curve in the direction sought with a large enough effect; inconclusive = small, poorly fitted or top-dose-only effect, or another doubt; inactive = no such curve, though single readings can be large; an effect the other way counts as inactive or inconclusive. Unless noted, % is set by controls: 0 for no effect and ±100 for the full control effect.

SMILES | HCV inh | Giardia FBPA inh | Sm TGR block | AmpC detergent | AMA1-RON2 inh | HCMV antiviral
CCN(CC)C1CCN(C(=O)c2ccc(OC3CCN(CCc4ccccc4)CC3)cc2)C1 (configuration not stated) | 7.1µM* | -1% | 2% | ? | 23% | -14
COc1ccc(CCCNC(=O)C2CCC(=O)N(CCCN3CCCC3=O)C2)cc1 (configuration not stated) | 4% | . | -2% | -8% | -8% | -18
CCOC(=O)c1cc(S(=O)(=O)N2CCN(c3ccc(C)cc3C)CC2)[nH]n1 | . | . | 1% | 17% | . | 4
Cc1cc(NC(=O)c2ccc(COc3ccc(Cl)c(C)c3)o2)no1 | 1% | 7% | -18% | ? | 3% | 96
O=C(O)CCC(=O)N1CCc2cc(S(=O)(=O)N(CCc3ccccc3)Cc3ccccc3)ccc21 | 15% | ? | 2% | 2% | -5% | -13
CCC(CO)NCc1cc(OC)c(OCC(=O)NCCc2ccccc2)cc1Br (configuration not stated) | ? | 4% | -7% | -3% | 16% | -22
O=C(N/N=C/c1ccoc1)c1ccccc1Br | 0% | 2% | -18% | -6% | -3% | 29
Cc1ccnc(N2C(=O)CSC2c2ccc(Cl)cc2)c1 (configuration not stated) | -16% | -8% | -17% | -12% | -3% | -21
O=C1C2ON(c3ccccc3)C(c3cccnc3)C2C(=O)N1c1ccc(Cl)c(Cl)c1 (configuration not stated) | 5% | 11% | -1%[11.4 µM] | -18% | 4% | 7
CCCSc1nc(C)nc2c1c(=O)n(C)c(=O)n2C | -23% | 2% | 5% | -20% | . | .
CC(=O)Oc1ccc(/C=C2\C=C(c3ccc(C)cc3)OC2=O)cc1 | 13% | 0% | -15% | -5% | 7% | 25
Cc1ccc(C)c(OCCC(=O)NNC(=O)c2ccccc2F)c1 | 0% | . | 2% | ? | 78%[activator] | 17
C=C(C)COc1ccc(-c2[nH]ncc2-c2ccccc2)c(O)c1 | -22% | -1% | 6% | -6% | -1% | ?
C/C(=N\N1CCN(c2ccc(Cl)cc2)CC1)c1ccco1 | 20% | -1% | 8% | 5% | 4%[2.32 µM] | -33
Cc1ccc2nc(NC(=O)CSc3ncc(C(=O)Nc4ccccc4)c(=O)n3C)sc2c1 | . | . | -1% | 0% | . | 77
N#C/C(=C\c1c(N2CCCCC2)nc2ccccn2c1=O)C(=O)NC1CCS(=O)(=O)C1 (configuration not stated) | 6% | -3% | -8% | ? | -1% | 7
CCOc1ccc2c(c1)c(=O)c(C(=O)c1ccccc1)cn2Cc1ccccc1 | . | . | 7% | 20% | . | 2
CCn1c(NCc2ccccc2Cl)nc2ccccc21 | ? | 9% | -1% | -1% | -3% | 5
CCOC(=O)c1c(C)[nH]c(C)c1C(=O)CSc1nnc(-c2ccco2)n1Cc1ccccc1 | 8%&-4% | -4% | -8% | 14% | -10% | 17
COc1ccc(/C=N/NC(=S)Nc2ccccc2)cc1COc1cccc(C)c1C | -3% | 1% | -22% | -5% | 131%[activator] | -17
C/C=C/C(=O)OCC(=O)Nc1cccc(S(=O)(=O)NC2=NCCCCC2)c1 | -4% | 3% | -2% | ? | 11% | 37
CC(=O)OCc1c(COC(C)=O)[n+](=O)c2ccccc2n1[O-] | -6% | -18% | -1% | ? | 0% | 9
Cn1c(=O)c2[nH]c(C=Cc3ccc4c(c3)OCO4)nc2n(C)c1=O | 15% | . | . | . | -9% | -16
COc1ccccc1N1CCN(S(=O)(=O)c2ccc(-c3cc(C(F)(F)F)on3)s2)CC1 | . | . | 31% | 9% | . | -38
CCC(=Nc1ccccc1N)c1c(O)[nH]c(=O)[nH]c1=O | 17% | 9% | ? | -5% | 105%[activator] | 7
CCC(C)(C)NC(=O)C(c1ccc(C)cc1)N(Cc1ccco1)C(=O)Cn1nnc2ccccc21 (configuration not stated) | -19% | 0% | -5% | -10% | 2% | -3
O=C(O)c1cccc(NC(=O)c2ccc3c(c2)C(=O)N(C2CCCCC2)C3=O)c1 | 25% | 4% | -21% | 0% | -3% | ?
CC(=O)Nc1ccc(NC(=O)CSc2nnc(-c3cc(C)[nH]n3)n2N)cc1 | 15% | . | -11% | -2% | 5% | -26
CC1CC(=Cc2ccc([N+](=O)[O-])cc2)C(=O)O1 (configuration not stated) | ? | . | . | . | -5% | -14
CP(=O)(COC(=O)c1ccccc1)COC(=O)c1ccccc1 | 16% | 2% | 0% | -7% | -2% | 9
CCCC(=O)Nc1nc(C)c(C(C)=O)s1 | -3% | -2% | 14% | 4% | -17% | -18
CCC(C)NC(=O)C1=CC(c2ccc3c(c2)OCO3)=NS(=O)(=O)N1C (configuration not stated) | . | . | 4% | 0% | . | 4
CC(=O)OCC#CCSc1nc2ccccc2n1C | 16% | -21% | 3% | 5% | -10% | 51
COc1ccc(N2C(=O)CCC(C(=O)N3CCCCC3)C2c2ccc(OC)c(OC)c2)cc1 (configuration not stated) | 4%&7% | 0% | -22% | ? | 1% | -26
CC(C)(C)OC(=O)N1CCC(CC2CC(c3cccc(Br)c3)=NO2)(C(=O)O)CC1 (configuration not stated) | 20% | -3% | -25% | -9% | 5% | 18
COc1ccccc1N(C)S(=O)(=O)c1ccc(Cl)c(C(=O)N2CCC(C(N)=O)CC2)c1 | 3% | 0% | -1% | -14% | 6% | -16
O=C(CN1CCCSc2ccccc21)N1CCN(S(=O)(=O)c2cccc(F)c2)CC1 | -17% | . | -7% | -11% | 4% | 20
NC(=O)CC(NC(=O)Cc1ccc(Cl)cc1)c1ccc(N2CCC(Cc3ccccc3)CC2)c([N+](=O)[O-])c1 (configuration not stated) | 15% | 16% | -2% | ? | -1% | -7
Cc1ccc(C(=O)Nc2ccc(C(F)(F)F)n(C)c2=O)cc1 | 6% | -1% | -4% | -6% | -1% | 78
CC1CCCCC12NC(=O)N(CC(=O)Nc1ccccc1F)C2=O (configuration not stated) | 13% | . | -7% | 0% | -1% | -22
CC(NC(=O)COc1ccc(Oc2ccccc2)cc1)C(=O)O (configuration not stated) | 10% | 0% | -8% | ? | 9% | -17
O=c1c(Cc2c(F)cccc2Cl)c(O)ccn1CCc1c[nH]c2ccccc12 | 2% | -5% | 6% | ? | -1% | 2
COc1ccc(-c2cc(C)nc3nc(N)nn23)cc1 | 2% | -1% | 0% | 0% | -6% | 72
CC(=O)c1c(C)[nH]c(C(=O)OCC(=O)Nc2c(C)cccc2C)c1C | ? | . | 0% | -4% | -2% | 0
CCOC(=O)c1nn(-c2ccccc2Cl)c(=O)cc1OCC(=O)Nc1cccc(OC)c1 | 4% | . | -3% | ? | -6% | -15
O=C(NCc1ccc(F)cc1)c1c(O)c2cccc3c2n(c1=O)CCC3 | -7% | 8% | 1% | ? | 2% | 15
COc1ccc(NC(=O)CN2CCC(NC(=O)C3CCCCC3)CC2)cc1 | 10% | 11% | 1% | -9% | -5% | -4
Cc1ccnc(N2C(=O)c3ccccc3C2=O)c1 | 6% | 2% | -1% | -6% | -11% | -1
CS(=O)(=O)N1CCc2cc(-c3csc(NC(=O)C(c4ccccc4)c4ccccc4)n3)ccc21 | -22% | -5% | 16% | -10% | -4% | -16
CC(C)c1cccc(C(C)C)c1OCCn1ccnc1 | -9% | -6% | 0% | ? | -9% | -17
CCCCN1CC(=O)N2[C@H]3c4ccccc4OC[C@@H]3[C@H](C(=O)OCC)[C@]2(C)C1=O | 16% | . | . | . | -8% | 8
Cc1nc2sc(C(c3cccc(F)c3)N3CCOCC3)c(O)n2n1 (configuration not stated) | 12% | -5% | ? | 2% | 20% | 7
Cc1cccc(C(=O)O/N=C/c2ccc(Br)cc2)c1 | 15% | -6% | -2% | ? | 23% | -10
O=C(CSc1n[nH]c(-c2ccncc2)n1)Nc1ccc(Cl)c(Cl)c1 | 23% | -28% | 65%[activator] | -4% | 9% | 8
CCn1c(C(=O)O)c(CC(=O)Nc2ccccc2OC)c2ccccc21 | 20% | 3% | 4% | 1% | -6% | 34
O=C(CN1C(=O)NC2(CCCCC2)C1=O)Nc1ccccc1N1CCCC1 | 16% | . | 29% | -2% | 0% | -3
O=C(NNC(=O)c1ccccc1Br)c1ccccc1Cl | 3% | 3% | 0% | ? | 26% | -15
O=C(CN1CCCCC1)N1CCN(C(=O)CN2CCCCC2)CC1 | . | -1% | 7% | -14% | . | .
CCCCC(=O)Nc1cc(C)c2c(=O)oc3ccccc3c2n1 | 14% | -3% | -15% | -16% | 8% | 35

Structural class, those above with four or more nitrogen atoms.
SMILES | HCV inh | Giardia FBPA inh | Sm TGR block | AmpC detergent | AMA1-RON2 inh | HCMV antiviral
CCOC(=O)c1cc(S(=O)(=O)N2CCN(c3ccc(C)cc3C)CC2)[nH]n1 | . | . | 1% | 17% | . | 4
CCCSc1nc(C)nc2c1c(=O)n(C)c(=O)n2C | -23% | 2% | 5% | -20% | . | .
Cc1ccc2nc(NC(=O)CSc3ncc(C(=O)Nc4ccccc4)c(=O)n3C)sc2c1 | . | . | -1% | 0% | . | 77
N#C/C(=C\c1c(N2CCCCC2)nc2ccccn2c1=O)C(=O)NC1CCS(=O)(=O)C1 (configuration not stated) | 6% | -3% | -8% | ? | -1% | 7
CCOC(=O)c1c(C)[nH]c(C)c1C(=O)CSc1nnc(-c2ccco2)n1Cc1ccccc1 | 8%&-4% | -4% | -8% | 14% | -10% | 17
Cn1c(=O)c2[nH]c(C=Cc3ccc4c(c3)OCO4)nc2n(C)c1=O | 15% | . | . | . | -9% | -16
CCC(=Nc1ccccc1N)c1c(O)[nH]c(=O)[nH]c1=O | 17% | 9% | ? | -5% | 105%[activator] | 7
CCC(C)(C)NC(=O)C(c1ccc(C)cc1)N(Cc1ccco1)C(=O)Cn1nnc2ccccc21 (configuration not stated) | -19% | 0% | -5% | -10% | 2% | -3
CC(=O)Nc1ccc(NC(=O)CSc2nnc(-c3cc(C)[nH]n3)n2N)cc1 | 15% | . | -11% | -2% | 5% | -26
NC(=O)CC(NC(=O)Cc1ccc(Cl)cc1)c1ccc(N2CCC(Cc3ccccc3)CC2)c([N+](=O)[O-])c1 (configuration not stated) | 15% | 16% | -2% | ? | -1% | -7
COc1ccc(-c2cc(C)nc3nc(N)nn23)cc1 | 2% | -1% | 0% | 0% | -6% | 72
Cc1nc2sc(C(c3cccc(F)c3)N3CCOCC3)c(O)n2n1 (configuration not stated) | 12% | -5% | ? | 2% | 20% | 7
O=C(CSc1n[nH]c(-c2ccncc2)n1)Nc1ccc(Cl)c(Cl)c1 | 23% | -28% | 65%[activator] | -4% | 9% | 8
O=C(CN1C(=O)NC2(CCCCC2)C1=O)Nc1ccccc1N1CCCC1 | 16% | . | 29% | -2% | 0% | -3
O=C(CN1CCCCC1)N1CCN(C(=O)CN2CCCCC2)CC1 | . | -1% | 7% | -14% | . | .
